12-LOX inh = inhibitors of human 12S-lipoxygenase ALOX12; P18054; AID 1671190; purified 12hLO, xylenol orange hydroperoxide absorbance; 1.1% of 580,000 active; Potency, µM (series often up to 108 µM), for the others: at the top dose activity change, negative = inhibition, actives largely listed as inhibitors; also: potency is read from the fitted curve at half-maximal effect; % is scaled to controls: 0 for no effect and ±100 for the full control effect
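Hydroperoxide product was detected by ferrous iron/xylenol orange as the 573 to 405 nm absorbance ratio. Arachidonic acid at 40 uM (final) was turned over for 30 min at room temperature by 150 nM human 12hLO, pH 7.0 Hepes buffer, after 15 min compound preincubation.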
HP1b binding inh = inhibitors of HP1-beta chromodomain binding to methylated histone tails | AlphaScreen HP1-beta / biotin-H3K9me3 peptide binding | Potency, µM (highest dose often 114 µM), without a hit: top-dose activity change, negative = inhibition, hits mostly inhibitors | P83916 | 0.56% of 390,000 active; also: potency is read from the fitted curve at half-maximal effect; nearly all actives have a fitted effect of over 70% in size; inactives centre near 23
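Compound inhibition of the preformed complex between 50 nM HP1-beta and 50 nM biotinylated H3K9me3 peptide was read by AlphaScreen. Buffer was PBS pH 7.4 with 0.01% Tween-20. Incubations ran 30 min at room temperature, with 10 ug/mL donor/acceptor beads.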
BAZ2B block = inhibitors of human BAZ2B bromodomain; Potency, µM (top dose mostly 114 µM), for inactives: at the top dose activity change, negative = inhibition, hits mostly inhibitors; AID 504333; AlphaScreen BAZ2B-H3K14Ac peptide displacement; 4.4% of 360,000 active; also: potency is read from the fitted curve at half-maximal effect; % is scaled to controls: 0 for no effect and ±100 for the full control effect; nearly all actives have a fitted effect of over 60% in size
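AlphaScreen luminescence quantifies BAZ2B engagement of H3K14Ac peptide; the protein and biotinylated peptide are both at 50 nM final, buffer PBS pH 7.4 with 0.01% Tween-20, all steps at room temperature.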
ERG Ets-DNA blk = blocks human ERG Ets domain binding to DNA. 0.028% of 370,000 active. P11308. fluorescence polarization, His-ERG Ets domain / labelled DNA. Potency, µM (highest dose often 76.9 µM), for inactives: at the top dose FP activity, negative = inhibition, hits mostly inhibitors; active = well fitted inhibition curve with a large enough effect in the polarisation, with a control signal flat; inconclusive = small, poorly fitted or top-dose-only effect, or effect the other way, or a change in a side signal; inactive = no such curve, though single readings can be large or run the other way; the % refers to the polarisation;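 also: polarization taken with two DNA probes labelled with fluorescein and Texas red; potency is read from the fitted curve at half-maximal effect; % of control where 0% means no effect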
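His-tagged ERG Ets domain (1 uM in the protein solution; 300mM KCl, 50mM Tris-HCl, 1mM EDTA, 1mM DTT, pH 7.5) received compound, then a probe mix of 5 nM fluorescein-DNA and 100nM Texas-615-DNA. Fluorescence polarization was read for both dyes.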
JMJD2A Tudor = blocks the human JMJD2A Tudor domain; Potency, µM (series often up to 114 µM), inactives show at the highest dose activity change, negative = inhibition, hits mostly inhibitors; 4.4% of 390,000 active; AID 504339; O75164; AlphaScreen JMJD2A-Tudor / H3K4me3 peptide binding; also: potency is read from the fitted curve at half-maximal effect; % is scaled to controls: 0 for no effect and ±100 for the full control effect; nearly all actives have a fitted effect of over 50% in size
Target sequence (O75164 whole entry, looked up, the tested form may be a part): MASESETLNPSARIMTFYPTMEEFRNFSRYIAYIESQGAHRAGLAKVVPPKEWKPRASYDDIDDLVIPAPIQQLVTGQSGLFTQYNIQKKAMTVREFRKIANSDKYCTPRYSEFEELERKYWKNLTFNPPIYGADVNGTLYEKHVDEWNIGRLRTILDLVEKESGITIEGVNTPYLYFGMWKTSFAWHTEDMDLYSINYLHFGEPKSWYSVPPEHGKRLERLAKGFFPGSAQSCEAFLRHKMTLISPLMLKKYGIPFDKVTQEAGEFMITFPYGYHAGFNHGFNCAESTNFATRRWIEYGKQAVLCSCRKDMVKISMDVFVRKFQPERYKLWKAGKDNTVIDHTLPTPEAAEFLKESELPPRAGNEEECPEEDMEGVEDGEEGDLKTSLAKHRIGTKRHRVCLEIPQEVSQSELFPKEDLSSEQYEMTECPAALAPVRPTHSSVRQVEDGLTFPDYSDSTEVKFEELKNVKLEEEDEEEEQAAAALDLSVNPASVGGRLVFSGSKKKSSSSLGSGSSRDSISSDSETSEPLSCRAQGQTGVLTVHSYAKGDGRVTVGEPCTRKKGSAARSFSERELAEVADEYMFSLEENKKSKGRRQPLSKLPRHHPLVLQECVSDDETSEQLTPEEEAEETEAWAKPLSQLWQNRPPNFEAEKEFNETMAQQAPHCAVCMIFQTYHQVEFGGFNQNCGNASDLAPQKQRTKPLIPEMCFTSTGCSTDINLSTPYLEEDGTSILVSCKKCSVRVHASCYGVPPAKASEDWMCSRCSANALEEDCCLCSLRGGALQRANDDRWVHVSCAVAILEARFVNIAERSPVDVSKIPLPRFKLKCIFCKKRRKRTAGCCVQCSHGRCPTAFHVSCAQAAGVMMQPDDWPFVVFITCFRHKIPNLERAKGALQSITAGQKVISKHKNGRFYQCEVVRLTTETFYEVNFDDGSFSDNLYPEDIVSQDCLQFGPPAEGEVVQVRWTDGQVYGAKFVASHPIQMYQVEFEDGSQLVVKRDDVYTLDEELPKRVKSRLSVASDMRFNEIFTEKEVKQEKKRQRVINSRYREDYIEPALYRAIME
RGS4 inh = blocks human RGS4-accelerated GTP hydrolysis. Transcreener GDP fluorescence polarization, RGS4-accelerated GTP hydrolysis. Potency, µM (top dose mostly 114 µM), for the others: top-dose activity change, negative = inhibition, hits mostly inhibitors. 0.039% of 390,000 active; also: potency is read from the fitted curve at half-maximal effect; % is scaled to controls: 0 for no effect and ±100 for the full control effect; nearly all actives have a fitted effect of over 75% in size; some results filed as inactive show a strong effect at the top dose
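MLSMR compounds (23 nl, pin-transferred) preincubated 10 min at room temperature with a 500nM (2x) first reagent, then RGS4 at 900nM (2x) plus Transcreener GDP mix added; fluorescence polarization (620/688 nm) read before and after 90 min at 30 °C.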
GLS inhibitor = glutaminase GLS (human) inhibition; O94925; GLS enzymatic activity, qHTS titration; AID 624170; Potency, µM (top dose mostly 45.5 µM), for inactives: top-dose activity change, negative = inhibition, usual class: inhibitors; 0.21% of 410,000 active; also: potency is read from the fitted curve at half-maximal effect; % is scaled to controls: 0 for no effect and ±100 for the full control effect
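Glutamate formation by hKGA was monitored fluorometrically using coupled glutamate oxidase, HRP and Amplex Red. Substrate was added as 1 mM L-glutamine solution; incubation was 30 min at RT after an initial read.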
G9a block = G9a (human) methyltransferase inhibition; Q96KQ7; G9a H3K9 monomethylation, AlphaScreen, 2 h; Potency, µM (doses to about 102 µM), without a hit: top-dose activity, negative = inhibition, usual class: inhibitors; 8.8% of 350,000 active; also: potency is read from the fitted curve at half-maximal effect; % is scaled to controls: 0 for no effect and ±100 for the full control effect; nearly all actives have a fitted effect of over 75% in size
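Signal arises when biotinylated H3K9 peptide, once monomethylated, bridges streptavidin donor and antibody-captured acceptor beads. Enzyme at 20 nM was preincubated 15 min with test compounds; peptide 500 nM and SAM 20 uM then reacted for 2 h.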
PI4K2A inh = blocks human PI4K2A kinase activity; activity change, negative = inhibition, % at 76.9 µM; Q9BTU6; 0.13% of 420,000 active; purified PI4K2A, ADP-Glo luminescence, 1 h; stronger effect = lower value; in the data active = activity change below about -50%; inconclusive = mostly about -30% to -49%;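 also: -100% = wells without enzyme as full effect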
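PI4K2A activity was measured by ADP-Glo luminescence: enzyme (4 ug/mL stock) and phosphatidylinositol (1.2 mM stock) in Tris pH 7.5/MgCl2/EGTA/Triton X-100 buffer were reacted with ATP (300 microM stock) for one hour at ambient temperature.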
Numbers without * were called inactive; i = inactive; ? = inconclusive; nt = not tested or not shown; & = joins results of further samples; [ ] = dose if it differs, or a comment. Unless noted, calls follow the shape of the dose curve; as a rule, active = well fitted curve in the direction sought with a large enough effect; inconclusive = small, poorly fitted or top-dose-only effect, or another doubt; inactive = no such curve, though single readings can be large; an effect the other way counts as inactive or inconclusive. The list is partial, so the mix of outcomes need not match the whole.

SMILES	12-LOX inh	HP1b binding inh	BAZ2B block	ERG Ets-DNA blk	JMJD2A Tudor	RGS4 inh	GLS inhibitor	G9a block	PI4K2A inh
CCCS(=O)(=O)N1CCCC(C(=O)NCCc2ccc(OC)c(OC)c2)C1 (stereo unspecified)	?	26%	3%	-6%	5%	19%	-2%	-5%[59 µM]	12
Cc1ccc2cc(COC(=O)c3ccco3)c(=O)[nH]c2c1	-39%&7%	38%	2%	-8%	-13%	-28%	-7%	?	6
C[C@@]12C(=O)Nc3ccc(F)cc3C(=O)N1[C@H]1c3cc(Br)ccc3OC[C@@H]1[C@@H]2c1ccccc1	-2%	21%	nt	4%	?	12%	1%	nt	6
CCc1ccc(NC(=O)CC2C(=O)N(c3ccc(C)cc3)C(=O)N2CCc2ccncc2)cc1 (stereo unspecified)	-10%&-28%	29%&18%	-24%	11%&-2%	-1%&-12%	7%&-6%	-4%&1%	-17%	2&-2
Cc1cc(Cl)ccc1NC(=O)C1CCN(S(=O)(=O)c2ccc3[nH]c(=O)ccc3c2)CC1	-5%	27%[57 µM]	0%	4%	-13%	-1%	0%	-3%[59 µM]	-2
Cc1ccc(CSc2nnc([C@@H](N)C(C)C)o2)cc1	-18%	34%	-19%	3%	-6%	-10%	10%	-28%[59 µM]	-1
NNC(=O)CNC(c1ccccc1)c1cc(Br)ccc1NC(=O)c1ccccc1Br (stereo unspecified)	0%	?	-26%	-9%	-11%	-15%	18%	79%[activator][59 µM]	-1
O=C(c1ccc(-c2ccccc2)c(F)c1)C1CCCN(CCCn2cccn2)C1 (stereo unspecified)	10%	10%	?	76%[activator]	-30%	15%	-17%	-34%[59 µM]	-1
CC(NC(=O)COC(=O)CCc1nc2ccccc2c(=O)[nH]1)c1ccccc1 (stereo unspecified)	-11%	39%	-17%	5%	-9%	-6%	-6%	?	0
COc1cc(NC(=O)COC(=O)c2cc(S(=O)(=O)N3CCCCC3)ccc2Cl)c(C)cc1[N+](=O)[O-]	-19%	12%	-31%	2%	-22%	13%	7%	?	1
COc1ccc(NC(=O)CN(C)S(=O)(=O)c2ccccc2)cc1OC	-19%	17%	-5%	0%	-14%	-5%	-1%	16%[59 µM]	-3
CC(C)c1ccc(NC(=O)C2CCN(c3nc(-c4ccc(C(C)C)cc4)no3)CC2)cc1	3%	23%[57 µM]	18%	2%	-16%	11%	-5%	51%[59 µM]	-1
COc1ccc(-c2cc3cc(C(=O)O)ccn3c2C(=O)c2ccccc2)cc1	-4%	29%	-22%	14%	?	-7%	-4%	-8%	-6
CCS(=O)(=O)N1CCN(C(=O)CC(C)C)CC1	0%	-5%	-2%	11%	-18%[57.1 µM]	-46%	5%	23%[59 µM]	0
O/N=C(\COc1ccccc1O)c1ccccc1	-6%	29%	2%	-10%	-7%	0%	8%	8%[59 µM]	-3
Nc1ccc(C(=O)N/N=C/c2cn(Cc3cccc(F)c3)c3ccccc23)cc1	nt	-4%	?	5%	?	-26%	-4%	?	4
CCC(C)[C@H](NC(=O)NC1CCCc2ccccc21)C(=O)OC (stereo partly specified)	?	19%	0%	-3%	-7%	-15%	-2%	-2%	0
Cc1ccc(S(=O)(=O)N2CCN(C(=O)Cc3ccccc3)CC2)cc1	2%&-11%	36%[activator]	8%	6%	-3%	-9%	nt	16%	-3
O=C(c1ccc2c(=O)n(-c3ccccc3)c(=O)[nH]c2c1)N1CCCCC1	3%[57.4 µM]	34%	9%	nt	-11%	1%	9%	-32%[12.7 µM]	0
CN=C(Nc1ccc(Br)cc1)SC1CC(=O)N(c2ccc(OC)cc2)C1=O (stereo unspecified)	-16%	21%	3%	-3%	-6%	-1%	-4%	5%	3
COCCCn1nnnc1SCC(=O)N1CCCC1	-5%	25%	3%	0%	-6%	-26%	-6%	6%[12.7 µM]	1
COc1cccc(NC(=O)CN2C(=O)COc3ccc(S(=O)(=O)N4CCOCC4)cc32)c1	-1%&-15%	18%[57 µM]	-15%&-4%	6%&-3%	6%&5%	-8%&2%	-1%&2%	10%	-6&-2
COc1ccc(OC)c(-c2oc3ccccc3c(=O)c2O)c1	?	35%	-1%	5%	4%	10%	-7%	?	-4
COc1ccc([N+](=O)[O-])cc1NC(=O)c1cc(C)c(C)o1	-1%	15%	-5%	8%	-6%	12%	-1%	13%[59 µM]	-3
O=C1OC(Oc2ccccc2)(c2ccccc2)c2ccccc21 (stereo unspecified)	-15%	63%[activator]	42%[activator]	-7%	56%[activator]	35%	-3%	63%[activator][59 µM]	8
O=C(CN1CCN(S(=O)(=O)/C=C/c2ccccc2)CC1)Nc1ccccc1N1CCOCC1	-6%	3%	?	-21%	-19%	0%	-6%	-29%	-3
COc1ccc(NC(=O)c2c(NC(=O)c3cccc(C)c3)sc3c2CCC3)cc1	-10%	54%[activator]	3%	0%	12%	-26%	3%	-18%[59 µM]	-1
Cc1cc(C)c[n+](CC(=O)c2ccc(C)c([N+](=O)[O-])c2)c1	-6%	38%	-7%	-2%	-5%	48%	-3%	nt	-2
COc1ccc(CSc2nc3ncccc3[nH]2)cc1	-14%	29%	0%	2%	-10%	-10%	6%	-34%[59 µM]	-2
Cc1ccccc1CSc1nc2[nH]ncc2c(=O)[nH]1	3%	33%[activator]	-14%	-7%	-14%	7%	8%	0%	-3
CN(C)CCNC(=O)c1cccc2ccc(-c3ccc(-c4ccccc4)cc3)nc12	40µM*	-13%	nt	-5%	56µM*	?	-4%	nt	-5
CCC1CCCCN1Cc1cc(OC)c(O)c([N+](=O)[O-])c1 (stereo unspecified)	8%	3%	-11%	-3%	-13%	21%	6%	?	1
COC(=O)c1ccc(NC(=O)CCN2CCCCC2)cc1	-13%&159%	18%&35%	-2%&9%	-6%&9%	?	15%&-11%	-6%&9%	-25%	-6&11
CCc1nn2c(=O)cc(COC(=O)CNC(=O)COc3ccc(C)cc3)nc2s1	-15%	10%	-11%	-1%	0%	4%	0%	11%[59 µM]	-10
Cc1ccc(S(=O)(=O)N2CCC(C(=O)N(C)C3CCS(=O)(=O)C3)CC2)cc1 (stereo unspecified)	-24%	?	7%	7%	?	-18%[11.4 µM]	?	16%[12.7 µM]	7
Cc1c(C(=O)NNc2cc(=O)n(C)c(=O)n2C)cccc1[N+](=O)[O-]	12%[57.4 µM]	18%	0%	20%	-10%	-18%	25%	1%	9
CC(C)[C@H](NC(=O)C1CCN(C(=O)[C@@H]2CCCN2)CC1)C(=O)NCc1ccc(F)cc1	-13%	42%[activator]	-6%	1%	?	9%	2%	?	-3
COC(=O)C1CCN(C(=O)C23CCC(C)(C(=O)O2)C3(C)C)CC1 (stereo unspecified)	353%[activator]	18%	53%[activator]	-2%	-16%	13%	5%	-3%[12.7 µM]	-17
COc1ccc(C(=O)N/N=C/c2ccc(N(C)c3ccccc3)cc2)cc1	i	70%[activator]	nt	13%	16%	0%	14%	nt	-1
CCc1ccccc1NC(=O)Cn1c(=O)n(-c2ccc(CC(=O)NCC3CCCO3)cc2)c(=O)c2ccccc21 (stereo unspecified)	-14%&-2%	36%&24%	-7%&-1%	-7%&6%	-9%&-10%	13%&3%	-1%&-1%	-28%	1&-13
C/C=C/c1ccc(OCCOc2cccc3cccnc23)c(OC)c1	-4%	-5%	-36%	10%	-12%	-4%	5%	13%[59 µM]	-6
CN1CC2([N+](=O)[O-])CC=C(Oc3ccccc3)C([N+](=O)[O-])(C1)C2 (stereo unspecified)	-13%	33%[activator]	-9%	-4%	2%	-17%	-4%	-13%[59 µM]	-5
C#CCOCCOCCOCCNc1nc(N2CCN(C(=O)C([C@@H](C)O)n3cc([C@@H](N)CCCCN)nn3)CC2)nc(N2CCN(C(=O)[C@H](CC(N)=O)n3cc([C@@H](N)C(C)C)nn3)CC2)n1 (stereo partly specified)	-2%	18%	nt	0%	?	1%	0%	nt	-5
Cc1cc(C)n(-c2nc3ccccc3nc2N2CCN(S(=O)(=O)c3cccc(C#N)c3)CC2)n1	-6%	16%	5%	3%	19%	9%	11%	7%	0
CN(Cc1cccs1)C(=O)C1CC(=O)N(Cc2ccccc2)C1 (stereo unspecified)	33%[activator]	29%	-4%	-10%	-5%	-28%	1%	-7%	7
Cc1ccc(C)n1-c1nnc(N2CCCC(C(=O)NCc3ccc(F)cc3)C2)s1 (stereo unspecified)	-32%	-10%	-4%	2%	-24%	-6%	-17%	2%[59 µM]	0
O=C(CSc1nnc(-c2ccccn2)n1Cc1ccco1)c1ccccc1	?	7%	?	-2%	?	14%	14%	40µM*	-7
Cn1ccsc1=NC(=O)c1ccc(OC(F)(F)F)cc1	73%[activator]	36%	15%	-13%	7%	-17%	3%	36%	-5
CCOc1ccc(C(=O)Nc2ccc3nc(SCc4ccccc4)sc3c2)cc1	0%	53%[activator]	-2%	-3%	9%	2%	3%	-2%[59 µM]	-2
